EBI2 block – blocks human EBI2 receptor beta-arrestin signaling. EBI2 beta-arrestin recruitment, luminescence, 7a,25-OHC stimulated. inhibition, % at 5 µM. 0.81% of 360,000 active; in the data active means inhibition above about 38%;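 further: enzyme fragment complementation signal reports receptor beta-arrestin coupling in cells; 0% = agonist plus DMSO wells and 100% = wells without agonist; some results beyond the cut were filed as inactive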
Target sequence (P32249 whole entry, looked up, the tested form may be a part): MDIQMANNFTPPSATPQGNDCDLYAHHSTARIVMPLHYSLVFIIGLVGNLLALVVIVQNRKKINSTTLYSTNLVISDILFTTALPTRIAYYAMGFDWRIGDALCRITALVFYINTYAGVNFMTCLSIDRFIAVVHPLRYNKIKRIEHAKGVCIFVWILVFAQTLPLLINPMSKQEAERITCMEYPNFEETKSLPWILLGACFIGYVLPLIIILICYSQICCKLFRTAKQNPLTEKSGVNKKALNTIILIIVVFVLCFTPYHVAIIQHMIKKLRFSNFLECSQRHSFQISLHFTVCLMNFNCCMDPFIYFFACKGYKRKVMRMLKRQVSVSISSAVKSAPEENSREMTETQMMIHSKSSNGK
* = called active by the depositor. Only part of the results is shown, so the mix of outcomes need not match the whole.

The opening 6 entries (preview)
structure,EBI2 block
CC1(C(=O)O)CCN1C(=O)COc1ccc(Cl)cc1 (stereo unspecified),-2.1
Nc1nc2ncccn2c1-c1ccc(F)c(F)c1,3.2
CC(C)(C)OC(=O)N(CC1CCNCC1)C(=O)c1[nH]c(C(F)(F)F)nc1-c1ccccc1,-0.2
O=c1[nH]cc(F)c(=O)n1C1OC(CO)C(O)C1O (stereo unspecified),-1.1
C[C@@H]1CN([C@H](C)CO)S(=O)(=O)c2ccc(C#Cc3ccccc3F)cc2O[C@H]1CN(C)C(=O)c1ccc2c(c1)OCO2,-35.8
CN(C)c1ccc(CC(=O)N2CCCCC2c2cc(C(=O)Nc3cccc(C#N)c3)no2)cc1 (stereo unspecified),-1.0

The whole of this part (from the top)
structure,EBI2 block
CC1(C(=O)O)CCN1C(=O)COc1ccc(Cl)cc1 (stereo unspecified),-2.1
Nc1nc2ncccn2c1-c1ccc(F)c(F)c1,3.2
CC(C)(C)OC(=O)N(CC1CCNCC1)C(=O)c1[nH]c(C(F)(F)F)nc1-c1ccccc1,-0.2
O=c1[nH]cc(F)c(=O)n1C1OC(CO)C(O)C1O (stereo unspecified),-1.1
C[C@@H]1CN([C@H](C)CO)S(=O)(=O)c2ccc(C#Cc3ccccc3F)cc2O[C@H]1CN(C)C(=O)c1ccc2c(c1)OCO2,-35.8
CN(C)c1ccc(CC(=O)N2CCCCC2c2cc(C(=O)Nc3cccc(C#N)c3)no2)cc1 (stereo unspecified),-1.0
Nc1ccccc1SC(CC(=O)c1ccccc1)c1ccc([N+](=O)[O-])cc1 (stereo unspecified),3.4
Cc1cc2nc(-c3ccccc3)c(Cc3cccc(F)c3)n2c(C)c1Br,0.3
COc1cc(C(C)=O)ccc1OCC(=O)NCc1ccccc1CN1CCCC1,-1.9
Cc1ccc(S(=O)(=O)N(C)C[C@@H]2Oc3ncc(Br)cc3C(=O)N([C@H](C)CO)C[C@@H]2C)cc1,-6.9
CCCc1ccc(C(O)c2ncc(-c3ccc(C)cc3)[nH]2)cc1 (stereo unspecified),13.5
O=C(CC[C@H]1O[C@@H](n2ccc(=O)[nH]c2=O)[C@H](O)[C@@H]1O)NC1CCN(Cc2ccccc2)C1 (stereo partly specified),-3.7
O=S1(=O)CC(N2CCN(c3ccccn3)CC2)CN1C1CCCCC1 (stereo unspecified),-10.0
FC(F)(F)c1ccc(Cl)c(Nc2nnc(-c3ccncc3)s2)c1,-5.5
CC1CCC(NC(=O)C(NS(=O)(=O)c2ccc(Br)cc2)C(C)C)CC1 (stereo unspecified),-7.2
COc1ccc(NC(=O)c2cc(-c3cc(C)cc(F)c3)n[nH]2)cc1OC,2.4
CCCCCNC(=O)C(CCc1ccccc1)n1c(=O)c(-c2ccccc2)nc2ccccc21 (stereo unspecified),19.5
CCOC(=O)/C(=C(/C)N)C1CC(=O)NC1=O (stereo unspecified),-7.4
O=c1c2ccc(F)cc2sn1-c1ccccc1,17.1
CC(C)(C)c1ccc(-n2ncc3c2CCCC3NC(=O)c2ccco2)cc1 (stereo unspecified),4.7
CC1(c2nnnn2-c2ccc3c(c2)OCCO3)CCC(=O)N1Cc1cccnc1 (stereo unspecified),-3.8
C[C@H]1CN([C@@H](C)CO)C(=O)c2cc(Br)cnc2O[C@H]1CN(C)S(=O)(=O)c1cccs1,6.1
CC(C)(C)OC(=O)Nc1ccccc1-n1nnnc1C(C(=O)c1ccc(F)cc1)N1CCOCC1 (stereo unspecified),-7.3
Cc1ccc(S(=O)(=O)Nc2ccccc2NS(=O)(=O)c2ccc(C)cc2)cc1,-2.2
CC(=O)Nc1cc(-c2ccc(CO)cc2)cn2c(-c3ccc(F)c(Cl)c3)cnc12,33.3
O=c1[nH]nc(-c2ccc[nH]2)[nH]1,0.5
O=C(Nc1ccc2c(c1)OCO2)c1csc([C@@H]2O[C@H](CO)[C@H](O)[C@H](O)[C@H]2O)n1,-0.1
COc1cc(-c2cc(NC(C)=O)c3ncc(-c4ccc(C(C)=O)cc4)n3c2)cc(OC)c1OC,-2.9
Nc1ncnc2c1ncn2[C@@H]1O[C@H](C(=O)N[C@H]2c3ccccc3C[C@H]2O)[C@@H](O)[C@H]1O,-8.3
COc1cccc(OC)c1-c1cnc(NC(C)=O)cn1,-4.6
CCCCn1nnnc1C1(C)CCC(=O)N1Cc1ccc(C)cc1 (stereo unspecified),-6.9
Cc1nn(-c2ccccc2)c(C)c1C(=O)OCC(=O)Nc1ccccc1Cl,-3.0
COc1ccc(CCCNC(=O)C2(C)Cc3c(-c4cccc(C(N)=O)c4)ccnc3O2)cc1 (stereo unspecified),7.6
COc1ccc(OC)c(NC(=O)Nc2nnc(COCCO)s2)c1,-3.4
CCOC1=C2[C@H](c3ccccc3)N(S(=O)(=O)c3ccc(C)cc3)C(C(C)(C)C)[C@H]2C(C#N)(C#N)C(C#N)(C#N)C1 (stereo partly specified),24.8
CC(=O)NC(c1ccc(F)c(F)c1)c1nc(-c2cccs2)cs1 (stereo unspecified),0.7
CCOc1ccc(NS(=O)(=O)c2ccc(C(=O)NCC3CCCO3)cc2)cc1 (stereo unspecified),1.7
C/C=C/c1ccc2c(c1)O[C@H](CN(C)C(=O)NC1CCCC1)[C@H](C)CN([C@H](C)CO)S2(=O)=O,0.2
Cc1ccc(S(=O)(=O)N2CCN(c3nc(-c4cccs4)nc4ccccc34)CC2)cc1,14.6
COC(=O)N1CCCCC1c1cc(C(=O)Nc2ccccc2Cl)no1 (stereo unspecified),-3.4
Cc1ccc(S(=O)(=O)Nc2ccccc2OC(C(=O)OC(C)(C)C)C(=O)OC(C)(C)C)cc1,5.2
COc1ccc(CNC(=O)C2(C)Cc3c(-c4ccc(N(C)C)cc4)ccnc3O2)cc1OC (stereo unspecified),9.9
CC(O)CC(=O)OC[C@]12CC[C@H]3[C@@](C)(CC[C@H]4C(C)(C)CCC[C@]34C)[C@@H]1CC(C1=CC(=O)OC1O)O2 (stereo partly specified),6.7
CC1=C(C(=O)N(C)C)CC(CC(=O)NCCc2ccccn2)C(=O)N1Cc1ccccc1 (stereo unspecified),-1.4
C[C@H]1CCCCO[C@@H](CN(C)C(=O)NC2CCCCC2)[C@@H](C)CN([C@@H](C)CO)C(=O)c2cc(NC(=O)Cc3ccccc3)ccc2O1,-0.3
COC(=O)[C@]12CCCCC=C1N(Cc1ccco1)C(=O)[C@H](CC(=O)NCc1ccc(OC)c(OC)c1)C2,-2.1
C[C@H]1CN([C@@H](C)CO)C(=O)CCCn2cc(nn2)CO[C@@H]1CN(C)C(=O)Nc1ccc2c(c1)OCCO2,-3.8
COCCCNC(=O)C[C@@H]1C[C@@]2(C(=O)OC)CCCCC=C2N(Cc2cccc3ccccc23)C1=O,7.2
CC(C)(C)NC(=O)C1(C)CCC(=O)N1CCCn1ccnc1 (stereo unspecified),-6.9
COc1ncnc2c1ncn2CCCNCC(c1ccccc1)c1ccccc1,-1.7
Clc1ccccc1NN(Cc1ccncc1)c1ccccc1Cl,23.4
C[C@@H]1CCCCO[C@@H](CN(C)C(=O)c2ccccc2)[C@@H](C)CN([C@H](C)CO)C(=O)c2cc(N(C)C)ccc2O1,9.1
CSc1ccc(C(O)c2ncc(-c3cccc(OCc4ccccc4)c3)[nH]2)cc1 (stereo unspecified),2.6
COCCN1C(=O)CCC1(C)C(=O)Nc1ccc2c(c1)OCCO2 (stereo unspecified),-11.8
CCc1ccc(CNC(=O)C2CCN(S(=O)(=O)N3CCCCC3)CC2)cc1,39.2
COC(=O)c1cnc(Nc2nc(C(N)COCc3ccccc3)cs2)nc1C(F)(F)F (stereo unspecified),4.4
COc1cc(CN2C[C@@H](CO)O[C@@H](n3cnc4c(Nc5ccccc5)ncnc43)C2)cc(OC)c1OC,-12.3
CC(C)CC1C(=O)N(Cc2cn(CCC3OCCO3)nn2)CCS(=O)(=O)N1Cc1ccc(-c2ccc(F)cc2)cc1 (stereo unspecified),19.1
COC(=O)c1cccc(NC(=O)CCN2C(=O)NC(C)(C)C2=O)c1,-10.1
CCOC(=O)/C=C/c1cc(F)ccc1O,-6.4

Next part.
structure,EBI2 block
CCC(C)CN1C(=O)CSCC1(C)C(=O)NCc1ccccc1 (stereo unspecified),-1.3
NC(=O)NN=C1CCC(OCc2ccccc2)CC1CC(=O)O (stereo unspecified),-1.8
CCCCCCC1CC(=CN(C)C)C(=O)O1 (stereo unspecified),3.4
COc1ccc(C(O)c2nc(-c3cccc(C(F)(F)F)c3)cs2)cc1 (stereo unspecified),0.2
COc1ccc(CN2CCC2(C)C(=O)Nc2cnc3ccccc3c2)c2ccccc12 (stereo unspecified),10.1
O=C(Nc1ccc(C(=O)O)cc1)/C(=C\c1ccc2c(c1)OCO2)NC(=O)c1ccccc1Cl,2.3
CC(=O)c1c(O)c(C)c(O)c2c1OC1=Cc3c(c(C)nn3-c3ccccc3)C(=O)C12C (stereo unspecified),-23.2
O=C(NCc1cccs1)c1ccc(Cl)c(S(=O)(=O)N2CCOCC2)c1,-1.9
Cc1[nH]c2ccccc2c1C(=O)c1cc([C@H](NC(=O)OC(C)(C)C)C(C)C)sc1N,9.0
COc1ccc2c(CN3CCN(c4ccccc4F)CC3)cc(=O)oc2c1,12.7
Cn1ccc2c(N3CCCCCCC3)cc3c(c21)C1CCC3O1 (stereo unspecified),-11.3
COC(=O)C[C@@H]1CC[C@@H](NS(=O)(=O)c2ccc(OC)cc2)[C@@H](CO)O1,-2.5
COc1cccc(CN(C)C(=O)c2cccc(S(=O)(=O)N3CCN(c4ccccc4)CC3)c2)c1,13.0
CC(C)n1[nH]c2ccccc2c1=O,-7.9
O[C@H]1CN(CC2CCCCC2)[C@@H](c2ccccc2)C[C@@H]1n1cc(C2CC2)nn1,3.6
O=C(NCc1ccc(F)c(F)c1)c1cccc2c(-c3cccnc3)coc12,0.8
COc1cccc(C(NC(C)=O)c2nc(-c3cccc(C#N)c3)cs2)c1 (stereo unspecified),11.3
C[C@H](CO)N1C[C@H](C)[C@@H](CN(C)Cc2ccc(C(=O)O)cc2)Oc2ncc(-c3ccc(C(=O)N(C)C)cc3)cc2C1=O,-2.1
Cc1ccc(NC(=O)C2(C)CCN2CCc2ccccc2)cc1O (stereo unspecified),-2.4
COc1ccc(Nc2c(-c3cccc(OC)c3)nc3nc(C)cc(C)n23)cc1,5.0
CCc1nc2ccc(C(=O)NCCN3CCCC3)cn2c1N(C)Cc1ccc(OC)cc1,-6.7
CN(C)CCCOc1ccc(-c2ccc3nccn3c2)cn1,-5.5
Cc1csc(-c2nc3ccccc3n2C(C(=O)NC(C)(C)C)c2cc3ccccc3o2)c1 (stereo unspecified),-6.3
Nc1cccc(-c2cccc3nncn23)c1,-7.0
O=C(NCc1cccs1)c1csc([C@@H]2C[C@H](O)[C@@H](CO)O2)n1,0.0
COC(=O)[C@]12CCCCC=C1N(Cc1cccc3ccccc13)C(=O)[C@H](CC(=O)N1CCN(C(=O)C3CC3)CC1)C2,1.7
Cc1ccc(NC(=O)C2c3ccccc3-c3ccccc32)cc1,-2.4
CC1(C(=O)NCc2ccccc2)CCC(=O)N1CCOc1ccccc1 (stereo unspecified),-4.5
O=C1NC(Cc2ccc(O)cc2)c2nc3ccc(Br)cc3c(=O)n2-c2cc3ccccc3cc21 (stereo unspecified),6.6
CCOC(=O)[C@]12CCCC=C1N(CCC1=CCCCC1)C(=O)[C@H](CC(=O)NCc1ccccc1)C2,0.7
CC1(C(=O)Nc2ccccc2)Cc2c(-c3cccc(C(F)(F)F)c3)ccnc2O1 (stereo unspecified),1.1
Cc1ccc(F)c(S(=O)(=O)NC(=O)C2(C)CCN2C(=O)Cc2ccsc2)c1 (stereo unspecified),-12.7
CCCCCCCCN1C(=O)[C@H](CC(=O)N2CCN(C(=O)OCC)CC2)C[C@@]2(C(=O)OC)CCCCC=C12,7.3
CC(=Nc1ccccc1)C1=C(O)C(Cc2cccc(F)c2)NC1=O (stereo unspecified),-23.3
COCCCN1C(=O)C(CC(=O)NC2CC2)CC(C(=O)N(C(C)C)C(C)C)=C1C (stereo unspecified),-8.0
Cc1ccsc1-c1cc2nc(NCCCN(C)C)n(C)c(=O)c2s1,-13.6

Taken from the listing, 2 compounds:
structure,EBI2 block
Cc1ccc(S(=O)(=O)Nc2ccccc2NS(=O)(=O)c2ccc(C)cc2)cc1,-2.2
CC(=O)Nc1cc(-c2ccc(CO)cc2)cn2c(-c3ccc(F)c(Cl)c3)cnc12,33.3

(next part)
structure,EBI2 block
CCc1nc2c(OCc3ccc(Cl)cc3)cccn2c1N(C)C(=O)c1ccco1,6.5
CC(C)OC(=O)N(C)C[C@H]1OCc2cnnn2CCCC(=O)N([C@H](C)CO)C[C@H]1C,-0.4
Cc1ccc(OCCN2CCC2(C)C(=O)Nc2ccc3c(c2)OCCO3)cc1 (stereo unspecified),5.9
Cc1ccc(F)c(S(=O)(=O)NC(=O)C2(C)CCN2C(=O)COc2ccc(Cl)cc2)c1 (stereo unspecified),4.5
COc1ccc2cc3[n+](cc2c1O)CCc1cc2c(cc1-3)OCO2,-16.4
COc1ccc(S(=O)(=O)N2CCN(CC(=O)NC(C)c3cccs3)CC2)cc1 (stereo unspecified),-6.3
Cc1cccc(C)c1NC(=O)C1(C)CN(S(C)(=O)=O)CC(=O)N1C1CC1 (stereo unspecified),4.5
CCCNC(=O)C1(C)CCCN(C(=O)c2cccc(OC(F)(F)F)c2)C1 (stereo unspecified),-1.2
CS(=O)(=O)c1ccc(Nc2nc(C(N)Cc3ccc(Cl)cc3)cs2)cc1 (stereo unspecified),-12.4
NC(c1csc(Nc2cnccn2)n1)C1CCCCC1 (stereo unspecified),-12.7

Screening results deposited in PubChem by Sanford-Burnham Center for Chemical Genomics.
